GPR55 LPI antagonism – inhibition of LPI-stimulated GPR55 beta-arrestin translocation – imaging, U2OS, beta-arrestin-GFP, LPI agonist, primary screen (AID 2013); U2OS GPR55 beta-arrestin-GFP translocation imaging, LPI antagonism; higher % means a stronger effect; one-dose inhibition, % at 10 µM; IC50 in µM for titrated hits; 0.13% of 290,000 active;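 active = spots per cell inhibited over 60%, with over 100 cells counted and total cytoplasm intensity under 500,000; inconclusive = wells with under 100 cells, flagged as likely toxic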;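 also: U2OS cells stably carrying GPR55 and arrestin-GFP stimulated by 5 µM LPI near EC80; imaged beta-arrestin-GFP aggregate spots per cell after agonist stimulation; plate controls were LPI-stimulated DMSO wells for no effect and DMSO wells without LPI for full effect; some results filed as inactive read as strong as hits; confirmed hits need IC50 under 10 µM and bright autofluorescent wells are also inconclusive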
GPR55 beta-arrestin – selective activators of receptor GPR55 – imaging, U2OS cells, beta-arrestin-GFP redistribution, primary screen (AID 1961) | one-dose activation, % at 10 µM; EC50 in µM for titrated hits | U2OS GPR55 beta-arrestin-GFP redistribution imaging; higher % means a stronger effect | 0.048% of 290,000 active;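 active = activation above 40% with more than 50 cells counted in the well; inconclusive = wells holding fewer than 50 cells, flagged as toxic or sparse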;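 also: U2OS osteosarcoma cells stably expressing GPR55 and beta-arrestin-GFP; plate controls were DMSO negative control for no effect and LPI positive control for full effect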
Rac1 GTP hydrolysis – MgcRacGAP GTPase-activating activity inhibitors, confirmation, biochemical, ADP Hunter fluorescence; MgcRacGAP-stimulated Rac1 GTP hydrolysis, ADP Hunter fluorescence; higher % means a stronger effect; GST-tagged Rac1 F28L mutant substrate; inhibition, % at 30 µM; hits with a dose series show IC50 in µM; 0.6% of 340,000 active;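 active = first-screen hits whose inhibition reached a set limit at any dose in the follow-up dose series; inconclusive = inhibition above the set first-screen limit but never retested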;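 also: fluorescence reports GDP produced by GAP-driven GTP hydrolysis; strong numbers were not always called active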
Large T inhibition – TAg ATPase/helicase activity blockers – biochemical (AID 1903); one-dose inhibition, % at 20 µM; IC50 in µM for titrated hits; 0.39% of 310,000 active; SV40 large T antigen ATPase/helicase inhibition assay; higher % means a stronger effect; in the data active = a potency from the dose series; inconclusive = inhibition mostly from about 32% at the one dose, without a potency; inactive = the rest, 99 in 100 with inhibition below about 32%; also: strong numbers were not always called active
HIV fusion peptide – inhibitors of HIV fusion peptide binding, primary screen, biochemical, uHTS, fluorescence dequenching (AID 1986). inhibition, % at 20 µM; hits with a dose series show IC50 in µM. cell-free peptide binding, fluorescence dequenching, 30 min; higher % means a stronger effect. 0.3% of 290,000 active; in the data active = inhibition mostly above about 52%, no sharp cut-off; inactive = mostly below about 76%; also: some results filed as inactive read as strong as hits
KOR beta-arrestin-1 – kappa opioid receptor activators – cell-based, luminescence, uHTS, primary screen (AID 1777); activation, % at 10 µM; hits with a dose series show EC50 in µM; 0.02% of 280,000 active; KOR beta-arrestin recruitment, luminescence; higher % means a stronger effect; in the data active = activation above about 50%, passing the limit was not always enough; also: a part of the inactive calls stands beside numbers as strong as those of hits
NOD1 inhibition – NOD1 signaling inhibitors, primary screen, cell-based, luminescence, uHTS (AID 1578); NOD1-driven NF-kB luciferase reporter cells, luminescence; higher % means a stronger effect; one-dose inhibition, % at 4 µM; EC50 in µM for titrated hits; 1% of 290,000 active; in the data active = inhibition mostly above about 36%, no sharp cut-off; inactive = mostly below about 34%;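 also: HEK-293T reporter cells stimulated with the NOD1 agonist gamma-tri-DAP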
NOD2 inhibition – inhibition of NOD2-driven NF-kB reporter – cell-based, luminescence, uHTS, HEK293 (AID 1566); HEK293 NOD2/NF-kB luciferase reporter, luminescence; higher % means a stronger effect; inhibition, % at 4 µM; hits with a dose series show EC50 in µM; 0.63% of 290,000 active; also: many of its hits are not listed in these tables
KOR beta-arrestin-2 – KOR antagonists, beta-arrestin recruitment, cell-based, luminescence, uHTS (AID 1778); KOR beta-arrestin recruitment, luminescence, antagonist mode; higher % means a stronger effect; inhibition, % at 10 µM, or IC50 in µM where a hit was titrated; 0.091% of 290,000 active; also: strong numbers were not always called active
Active calls of the source: *; u = inconclusive; x = not tested or not shown; & = joins results of further samples; [ ] = another dose, or the depositor's remark. Rule as the data show it, unless noted: active = inhibition above about 50%; inactive = the rest. This is a subset; the hit share may differ from the screen's.

compound	NOD2 inhibition	HIV fusion peptide	Large T inhibition	KOR beta-arrestin-1	Rac1 GTP hydrolysis	GPR55 beta-arrestin	NOD1 inhibition	KOR beta-arrestin-2	GPR55 LPI antagonism
COc1ccc(Cn2c(=O)sc3ccccc32)cc1	-25.9%	-1.8%	0.5%	-3.8%	3.4%	0.3%	-4.0%	-9.4%	1.6%
CCNc1c2c(nc3ccccc13)CC(C)(C)CC2=O	10.7%	-1.0%	24.5%	-3.1%	u	0.6%	-22.3%	-37.0%	16.5%
CCOC(=O)c1c(NC(=O)COc2ccccc2)sc2c1CC(C)(C)NC2(C)C	25.0%	-1.4%	5.3%	-7.7%	3.8%	0.6%	-9.5%	-23.6%	25.6%
CC1CCCC(C(=O)O)N1C(=O)CCS (stereo not drawn)	11.0%	1.0%	20.6%	0.5%	5.9%	-0.1%	0.3%	-10.6%	5.6%
COc1nc(OCCNC(C)=O)nc(N(C)C)n1	8.9%	1.2%	9.7%	0.0%	7.0%	-0.1%	4.4%	-9.9%	13.1%
COc1ccc(C2C(C(=O)O)c3ccccc3C(=O)N2C)cc1Br (stereo not drawn)	-30.3%	1.2%	9.2%	-1.7%	3.3%	-0.1%	-1.7%	-33.6%	1.8%
COc1ccc(CCN2C(=O)N[C@@H](C(C)C)C2=O)cc1	1.9%	-0.5%	1.8%	9.2%	10.6%	0.0%	-3.7%	-37.7%	-1.4%
CCC(c1nnnn1CC1CCCO1)N(CCN1CCOCC1)Cc1cc2cc(C)ccc2[nH]c1=O (stereo not drawn)	-3.9%	0.3%	-0.7%	4.2%	10.4%	0.0%	-5.1%	-50.5%	6.3%
COc1ccc2[nH]c(C)c(CCNC(=S)Nc3cccc(C)c3)c2c1	-5.2%	-1.7%	4.8%	3.9%	4.9%	1.0%	-4.1%	-42.4%	-7.4%
CS(=O)(=O)CCC(C(=O)O)N1C(=O)c2ccc(Oc3ccc(Cl)cc3)cc2C1=O (stereo not drawn)	14.0%	-1.1%	10.6%	-4.6%	5.9%	0.0%	6.4%	-5.8%	-3.4%
O=C(COC(=O)Cn1c(C(F)(F)F)nc2ccccc21)Nc1ccc2c(c1)OCCO2	5.8%	4.5%	-8.0%	-6.8%	-8.1%	-0.1%	-7.7%	-13.0%	14.9%
CCCOC(=O)CN1C(=O)c2ccc(C(=O)OCCC)cc2C1=O	5.6%	2.3%	0.5%	-0.7%	6.4%	0.0%	-9.4%	-24.5%	30.2%
CCc1ccc(NC(=O)CCC(=O)Nc2nnc(C(C)C)s2)cc1	1.6%	0.7%	-1.5%	0.2%	4.4%	0.2%	-32.1%	21.6%	9.8%
OCC[C@@H]1C[C@H](O)[C@@H](O)[C@]2(CCc3ccccc3O2)O1	17.6%	1.3%	8.1%	-2.8%	-2.7%	0.6%	9.0%	-0.7%[20 µM]	-0.2%
O=C1CC(c2ccccc2Cl)CC(O)=C1C=NCCCO (stereo not drawn)	23.9%	0.3%	6.0%	-1.4%	5.9%	0.0%	-12.4%	-16.3%[20 µM]	-1.3%

Arranged by molar mass (highest first): 7 of the compounds above
compound	NOD2 inhibition	HIV fusion peptide	Large T inhibition	KOR beta-arrestin-1	Rac1 GTP hydrolysis	GPR55 beta-arrestin	NOD1 inhibition	KOR beta-arrestin-2	GPR55 LPI antagonism
CCOC(=O)c1c(NC(=O)COc2ccccc2)sc2c1CC(C)(C)NC2(C)C	25.0%	-1.4%	5.3%	-7.7%	3.8%	0.6%	-9.5%	-23.6%	25.6%
COc1ccc(C2C(C(=O)O)c3ccccc3C(=O)N2C)cc1Br (stereo not drawn)	-30.3%	1.2%	9.2%	-1.7%	3.3%	-0.1%	-1.7%	-33.6%	1.8%
CCc1ccc(NC(=O)CCC(=O)Nc2nnc(C(C)C)s2)cc1	1.6%	0.7%	-1.5%	0.2%	4.4%	0.2%	-32.1%	21.6%	9.8%
OCC[C@@H]1C[C@H](O)[C@@H](O)[C@]2(CCc3ccccc3O2)O1	17.6%	1.3%	8.1%	-2.8%	-2.7%	0.6%	9.0%	-0.7%[20 µM]	-0.2%
COc1ccc(CCN2C(=O)N[C@@H](C(C)C)C2=O)cc1	1.9%	-0.5%	1.8%	9.2%	10.6%	0.0%	-3.7%	-37.7%	-1.4%
COc1ccc(Cn2c(=O)sc3ccccc32)cc1	-25.9%	-1.8%	0.5%	-3.8%	3.4%	0.3%	-4.0%	-9.4%	1.6%
CCNc1c2c(nc3ccccc13)CC(C)(C)CC2=O	10.7%	-1.0%	24.5%	-3.1%	u	0.6%	-22.3%	-37.0%	16.5%

Additional entries.
compound	NOD2 inhibition	HIV fusion peptide	Large T inhibition	KOR beta-arrestin-1	Rac1 GTP hydrolysis	GPR55 beta-arrestin	NOD1 inhibition	KOR beta-arrestin-2	GPR55 LPI antagonism
COCCNC(=O)COc1ccc(Oc2ccccc2)cc1	18.5%	1.7%	9.9%	0.6%	8.7%	0.2%	-26.6%	-25.5%	11.4%
CCOCCCn1c(=NC(C)=O)c(C(=O)OCC)cc2c(=O)n3ccccc3nc21	4.1%	-1.6%	0.2%	-5.6%	6.9%&9.3%	-0.2%	-13.1%	-5.8%	3.1%
CC1CN(C(=O)N2c3ccccc3Sc3ccccc32)C(C)CC1=O (stereo not drawn)	9.4%	-1.5%	18.1%	-0.7%	5.3%	0.2%	14.6%	6.0%	-3.8%
Cn1c2ccccc2c2c(C(=O)O)cn(C3CCCC3)c(=O)c21	14.1%	-3.9%	20.0%	-1.9%	0.5%	0.3%	11.7%	-10.7%	5.5%
Cc1ccc(Oc2nc(CN3CCOCC3)nc3sc4c(c23)CCC(C)C4)cc1C (stereo not drawn)	-4.8%	0.6%	-60.0%	1.2%	8.9%	1.0%	7.4%	-38.9%	18.0%
Cc1ccc(-c2noc(C3CCCN(C(=O)c4ccccc4Br)C3)n2)cc1 (stereo not drawn)	25.3%	-0.6%	22.9%	2.8%	11.5%	-0.3%	-14.5%	-43.1%[20 µM]	-1.6%
N#CC(C(=O)NC1CCCCC1)c1nc2ccccc2nc1N1CCOCC1 (stereo not drawn)	4.4%	-0.1%	x	6.1%	x	0.3%	16.4%	10.3%	7.9%
O=C(Nc1cccc(F)c1)c1ccccc1-c1ccccc1	-5.4%	-0.7%	15.4%	-5.9%	6.4%	0.4%	-14.0%	-10.5%	4.5%
CCc1cc2ccccc2nc1SCC(=O)Nc1cc(C)on1	6.5%	0.6%	7.6%	-1.3%	8.0%	-0.2%	-56.5%	-22.1%	5.9%
C=CCn1c(CCCOc2ccc(Cl)cc2Cl)n[nH]c1=S	-11.4%	4.5%	11.4%	1.0%	5.8%	0.1%	-11.3%	10.8%	7.0%
O=C(CC(=O)Nc1ccc(Br)cc1)Nc1ccc(Br)cc1	-18.1%	3.9%	6.8%	1.5%	4.8%	0.0%	-8.8%	7.6%	-3.7%
COc1ccccc1NC(=S)N1CCC(c2nc3cc(C)c(C)cc3[nH]2)CC1	-9.1%	-3.4%	-6.7%	2.4%	12.9%	-0.1%	10.2%	10.4%	8.6%
CCc1c(C(C)S(=O)(=O)c2ccc(C)cc2)[nH]c(=O)n1-c1ccc(C)cc1 (stereo not drawn)	12.0%	-0.1%	10.3%	-4.7%	6.4%	-0.2%	16.8%	-18.8%	1.8%
CC(=O)C1=C(O)C(=O)N(c2cccc(Br)c2)C1c1ccc(Br)cc1 (stereo not drawn)	-39.8%	28.7%	22.0%	1.9%	-4.5%	-0.2%	7.7%	15.0%	-3.9%
CCOC(=O)Cc1csc(NC(=O)c2ccc(Br)s2)n1	13.2%	-1.0%	-0.8%	16.7%	x	-0.1%	28.7%	-68.1%	1.6%
COc1cccc(CN(C)C(=O)c2cccc(OCc3ccccc3)c2)c1	0.0%	-0.9%	16.0%	11.4%	3.8%	0.3%	6.1%	-8.9%	3.5%
Nc1nnc(CCS(=O)(=O)c2ccc(Cl)cc2)s1	-9.9%	1.4%	19.8%	2.9%	2.2%	0.0%	-15.3%	-22.4%	-3.2%
Cc1ccc(S(=O)(=O)N(C)C)cc1NC(=O)C(C)N(C)CCOc1ccc(Cl)cc1 (stereo not drawn)	15.6%	-0.5%	9.2%	-2.4%	6.9%	x	-23.8%	-3.0%	-17.0%
CCOc1ccc(N2C(=O)/C(=C\c3ccc(O)c(OC)c3)S(=O)(=O)C2c2cccc([N+](=O)[O-])c2)cc1 (stereo not drawn)	13.1%	5.5%	7.8%	-4.5%	15.2%	0.3%	-39.5%	3.2%	8.1%
CCCc1c(C)nc2c(OC)cccc2c1SCC(=O)O	14.1%	0.4%	6.7%	-0.2%	5.7%	-0.5%	-23.0%	-8.1%	0.1%
Cc1ccc(NS(=O)(=O)c2ccc(OCC(=O)Nc3cccc([N+](=O)[O-])c3)c(C)c2)cc1	-10.7%	1.4%	27.6%	4.9%	5.0%	-0.1%	14.9%	9.2%	16.0%
COC(=O)Nc1ccc(S(=O)(=O)Nc2cc(C(F)(F)F)c[nH]c2=O)cc1	2.2%	-2.3%	3.5%	0.9%	4.3%	0.3%	-43.3%	-9.5%	-6.5%
CC(C)c1ccc(/C=C(\NC(=O)c2ccccc2)C(=O)NCCN2CCOCC2)cc1	2.0%	-1.0%	6.3%	-1.7%	7.3%	0.4%	-9.3%	30.8%	10.2%
COC(=O)C1=C(NC(C)=O)CCS1	4.8%	-0.4%	2.8%	6.8%	6.0%	-0.1%	-44.9%	-3.2%	-2.3%
CSc1ccccc1OCc1cc(C(=O)N2CCCC(C)C2)no1 (stereo not drawn)	-51.2%	0.5%	6.9%	-0.5%	5.2%	-0.1%	-123.2%	-12.9%	18.0%
CCn1c(N2CCN(S(=O)(=O)CC)CC2)nc2ccccc21	19.2%	0.3%	24.8%	x	-0.1%	-0.1%	-10.6%	-21.6%[20 µM]	-5.3%
COc1ccc(C(=O)Nc2c(Cl)cc(Cl)cc2C(=O)N2CCC(C)CC2)cc1	9.7%	-1.7%	7.3%	6.9%	1.6%	0.0%	20.1%	21.1%	-1.5%
O=C(COC(=O)CCc1ccccc1)Nc1ccccc1OC(F)F	9.0%	0.3%	10.7%	0.8%	10.6%	0.0%	-5.8%	-10.3%	-0.2%
COc1ccc(OC)c(CN2CCC(C(=O)N3CCOCC3)CC2)c1	6.8%	3.0%	8.1%	1.2%	21.3%	-0.5%	-76.3%	-9.0%	-9.0%

Compound activity from PubChem BioAssay.
